# TbMetRS inhib: Trypanosoma brucei MetRS inhibition | purified T. brucei MetRS, ATP depletion, Kinase-Glo luminescence | inhibition, % at 11.9 µM | actives 0.4% (n = 360,000) | AID 624268;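 active means inhibition above a per-plate cutoff of the control wells' mean inhibition plus 3 SD, cut at about 5.5% in these data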;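 further: 0% = DMSO wells median and 100% = median of wells with control inhibitor compound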
#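 Dosing: 11.9 µM compound single dose, 0.9% DMSO; Assay system: purified T. brucei MetRS enzyme; Measured by: Kinase-Glo luciferase luminescence reporting remaining unconsumed ATP; Schedule: 15 min plus 2 h at 25 °C.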
# STEP block: blocks human striatal-enriched tyrosine phosphatase; recombinant STEP, OMFP fluorogenic substrate, fluorescence; inhibition, % at 20 µM; actives 0.25% (n = 360,000); AID 588621;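 active means inhibition at 20 µM, scaled per plate between control wells, above about 37%, limit read from the data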;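 further: 0% = DMSO with enzyme and substrate and 100% = substrate only without enzyme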
#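 Also added – OMFP at 25 µM · Test system – STEP tyrosine phosphatase · Technique – FITC-channel fluorescence of OMFP product · Schedule – 20 min at room temperature, dark · Evaluation – control-normalized % inhibition with plate pattern correction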
# LMPTP inh: LMPTP (human) inhibition. P24666. recombinant LMPTP-A, OMFP fluorogenic substrate, fluorescence intensity. inhibition, % at 20 µM. actives 0.22% (n = 360,000). AID 651560;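 active means compounds that cut the enzyme signal by at least half of the control window in the single-dose screen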;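 further: plate controls were DMSO wells with enzyme plus substrate for no effect and substrate without enzyme for full effect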
#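 Assay system: LMPTP-A enzyme. Input: 0.625 nM LMPTP-A final. Probe or stimulus: 400 µM OMFP. Compound dosing: single 20 µM dose. Schedule: 50 min dark incubation at room temperature. Detection: fluorescence intensity of OMFP turnover product. Read-out: percent inhibition versus substrate-only and uninhibited controls. Benchmarks: no-enzyme low control, uninhibited high control.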
# SKN-1 inh: inhibitors of C. elegans SKN-1; AID 624304; C. elegans VP596 Pgst-4::GFP/RFP ratio, acrylamide-induced, 24 h; actives 0.49% (n = 360,000); inhibition, % at 21.8 µM;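 active means interference check ratio from 0.5 to 1.5 plus GFP to RFP signal ratio inhibition reaching or exceeding a fixed threshold, cut at about 30% in these data, passing the limit was not always enough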; further: some compounds called inactive have numbers as strong as hits
# SUMO1-SIM PPI: SUMO1-SIM interaction modulation; P63165; actives 0.33% (n = 360,000); inhibition, % at 20 µM; SUMO1 binding to a labelled peptide, TR-FRET, 1 h; in the data active means inhibition above about 37%
# Target sequence (P63165 whole entry, looked up): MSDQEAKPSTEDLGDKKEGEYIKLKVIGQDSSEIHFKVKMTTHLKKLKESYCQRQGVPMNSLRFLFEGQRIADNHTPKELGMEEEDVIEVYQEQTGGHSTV
# Neddyl block: inhibitors of human cullin neddylation. TR-FRET cullin neddylation, biochemical. P61081+Q13564. calls only at 25 µM. actives 0.58% (n = 360,000); in the data active means inhibition above about 36%
# Target sequence (P61081 whole entry, looked up): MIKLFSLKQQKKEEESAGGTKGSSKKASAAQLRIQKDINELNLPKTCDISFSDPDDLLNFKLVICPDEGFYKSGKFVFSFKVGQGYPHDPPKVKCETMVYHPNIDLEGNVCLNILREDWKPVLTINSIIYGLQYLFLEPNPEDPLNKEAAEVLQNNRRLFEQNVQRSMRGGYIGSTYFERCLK
# Target sequence (Q13564 whole entry, looked up): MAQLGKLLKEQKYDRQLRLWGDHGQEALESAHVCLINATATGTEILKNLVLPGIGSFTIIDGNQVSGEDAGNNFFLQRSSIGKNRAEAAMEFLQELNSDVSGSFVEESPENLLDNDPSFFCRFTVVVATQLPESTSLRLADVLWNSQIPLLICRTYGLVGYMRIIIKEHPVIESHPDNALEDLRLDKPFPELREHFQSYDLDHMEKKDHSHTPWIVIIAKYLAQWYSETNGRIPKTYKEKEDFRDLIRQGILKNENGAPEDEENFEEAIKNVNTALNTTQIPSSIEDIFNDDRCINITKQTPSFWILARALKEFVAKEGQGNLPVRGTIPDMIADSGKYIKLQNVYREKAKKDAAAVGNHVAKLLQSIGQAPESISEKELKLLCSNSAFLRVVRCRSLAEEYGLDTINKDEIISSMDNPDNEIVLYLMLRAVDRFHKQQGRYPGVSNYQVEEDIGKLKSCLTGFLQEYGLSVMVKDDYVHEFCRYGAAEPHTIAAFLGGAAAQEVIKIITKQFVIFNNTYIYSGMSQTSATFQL
# CendR NRP1 mod: NRP-1/CendR interaction modulation. AID 602438. actives 0.85% (n = 360,000). O14786. inhibition, % at 25 µM. FAM-RPARPAR peptide binding to NRP-1, fluorescence polarization;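 active means inhibition or corrected inhibition above about 18%, plus a signal ratio from 0.5 to 1.5, limit read from the data, passing the limit was not always enough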; further: strong numbers were not always called active
# DNMT1 inh: DNMT1 (human) enzyme inhibition. AID 588458. actives 0.83% (n = 360,000). DNMT1 molecular beacon, Hinp1I cleavage, fluorescence. inhibition (reported as % activation of signal), % at 10 µM. P26358; in the data active means inhibition above about 50%
# Scp1 inh: Scp-1 (human) phosphatase inhibition. Recombinant Scp1, phosphopeptide, malachite green phosphate absorbance. inhibition, % at 20 µM. actives 0.88% (n = 340,000). AID 493091;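 active means inhibition above about 50% at 20 µM, limit read from the data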;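 further: plate controls were DMSO wells with enzyme for no effect and wells lacking enzyme for full effect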
# Target sequence (Q9GZU7 76-261 limits assumed): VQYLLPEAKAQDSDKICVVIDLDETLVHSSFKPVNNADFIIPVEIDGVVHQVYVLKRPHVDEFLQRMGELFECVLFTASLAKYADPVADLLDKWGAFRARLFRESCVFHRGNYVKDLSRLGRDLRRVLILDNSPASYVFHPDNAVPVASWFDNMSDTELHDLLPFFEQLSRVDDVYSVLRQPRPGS
#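 Incubation: 45 min enzyme reaction at room temperature / System: truncated SCP-1 phosphatase (76-261aa) / Reagent: Phospho 17-mer peptide substrate / Buffer or medium: Acidic Tris acetate buffer with magnesium and detergent / Signal: absorbance at 630 nm / Doses: one concentration, 20 µM, with 1.0% DMSO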
# NadD block: inhibitors of Staphylococcus aureus NadD | inhibition, % at 20 µM | AID 602399 | actives 0.78% (n = 360,000) | purified NadD enzyme, colorimetric absorbance read-out; in the data active means inhibition above about 26%; further: some compounds past the cut are filed as inactive
# Active calls of the source: *; i = inactive; . = no result given.
# The first 2 entries as a preview:
SMILES,TbMetRS inhib,STEP block,LMPTP inh,SKN-1 inh,SUMO1-SIM PPI,Neddyl block,CendR NRP1 mod,DNMT1 inh,Scp1 inh,NadD block
c1ccc2c(N3CCCC3)nc(-c3ccncc3)nc2c1,-0.6,0.6,14.1,6.4,0.7,i,-5.6,6.6,-11.9,-2.1
Cc1cc(Cl)ccc1OC(C)C(=O)N1CCCN(C(=O)C(C)Oc2ccc(Cl)cc2C)CC1 (stereo unspecified),-0.2,1.3,2.4,17.9,3.5,i,0.4,-4.0,-14.5,-3.7

# This part in full, from the start:
SMILES,TbMetRS inhib,STEP block,LMPTP inh,SKN-1 inh,SUMO1-SIM PPI,Neddyl block,CendR NRP1 mod,DNMT1 inh,Scp1 inh,NadD block
c1ccc2c(N3CCCC3)nc(-c3ccncc3)nc2c1,-0.6,0.6,14.1,6.4,0.7,i,-5.6,6.6,-11.9,-2.1
Cc1cc(Cl)ccc1OC(C)C(=O)N1CCCN(C(=O)C(C)Oc2ccc(Cl)cc2C)CC1 (stereo unspecified),-0.2,1.3,2.4,17.9,3.5,i,0.4,-4.0,-14.5,-3.7
COC(=O)/C=C/c1ccsc1NC(C)=O,-0.1,1.3,-0.4,-3.0,-10.2,i,-14.8,-1.4,-3.2,0.8
COc1ccc(/C=C2\SC(=O)N(CC(=O)NN3CCN(C)CC3)C2=O)cc1OC,0.2,3.6,0.5,-0.5,-30.2,i,-0.2,11.6,-0.3,-4.8
CCC(C)NC(=O)CO/N=C/c1ccc(C(=O)OC)cc1 (stereo unspecified),-0.6,1.2,-0.1,-7.1,1.0,i,-6.0,4.3,-5.2,-1.3
COCCn1c(C)cc(C(=O)CSc2nc3nc(C)cc(C)n3n2)c1C,-0.6,-2.3,-0.8,1.0,-1.5,i,9.3,6.2,4.4,-3.1
CC1CCC(NC(=O)Cn2ncc3ccccc32)CC1 (stereo unspecified),-0.8,0.3,-1.8,0.1,-1.0,i,1.2,3.6,-9.1,-4.3
CN(C)c1ccc(-c2nc3ccccn3c2/N=C/c2ccc(Br)cc2)cc1,-0.5,41.9*,1.1,7.6,-16.7,.,-13.2,-19.1,-8.0,1.5
CC(OC(=O)c1cccc(-n2cnnn2)c1)C(=O)Nc1cccc(Cl)c1 (stereo unspecified),0.3,1.4,-1.0,9.5,1.4,i,1.2,-1.7,-5.7,-5.2
Cc1ccc(NC(=O)CCn2cnc3ccccc3c2=O)c(C)c1,-1.3,-1.1,-1.0,3.9,-1.8,i,-0.2,0.3,7.5,-1.4
COCc1c(C(=O)OCC(=O)Nc2ccc(OC(F)F)cc2)oc2ccccc12,-0.5,-1.6,2.1,5.4,1.2,i,7.1,-8.0,-7.2,-1.4
COc1ccc(/C=C2\NC(=S)N(CC3CCCO3)C2=O)c(OC)c1 (stereo unspecified),-0.9,-12.5,-1.0,2.7,-19.2,i,1.9,-5.7,-3.7,-6.6
CC(=O)c1cccc(Nc2cc(C)nc3c(C)cc(C)cc23)c1,0.0,2.8,5.0,18.6,0.1,i,-9.7,19.4,-1.4,-1.6
O=C(NC(N1CCOCC1)C(Cl)(Cl)Cl)c1ccc(Br)cc1 (stereo unspecified),-0.7,-2.4,-1.4,-1.0,0.1,i,-2.4,0.6,-6.5,-3.0
COc1ccc(CC(=O)O/N=C(\N)Cc2cccc3ccccc23)cc1OC,-0.6,1.4,0.7,15.3,-2.4,i,-23.2,-19.3,-7.4,1.1
CN(C(=O)CN(CCO)CC(=O)N(C)C(C)(C)Cc1ccccc1)C(C)(C)Cc1ccccc1,-0.9,1.5,-0.2,-4.5,-11.4,i,-4.3,-4.6,-8.8,-1.3
Cc1ccc(N(Cc2cc3ccccc3[nH]c2=O)S(=O)(=O)c2ccccc2)cc1,-0.2,-4.7,1.3,1.2,4.9,i,-5.6,-8.9,-9.6,0.6
COC(=O)c1ccc(CN2CCc3ccccc32)cc1,-0.9,3.0,1.8,13.3,2.6,i,1.4,-4.1,-7.3,-2.8
CSc1nc(N2CCOCC2)c2c3c(sc2n1)CCCC3,-0.1,2.5,2.8,21.9,4.6,i,-0.3,0.2,-4.8,-4.9
CCN(C(=O)C1CCN(S(=O)(=O)c2cccc3nonc23)CC1)c1ccccc1,-0.5,2.7,-1.8,-4.1,-24.2,i,-14.3,1.6,9.6,-1.9

# Gathered by group, the compounds so far containing an aryl methoxy group (3)
SMILES,TbMetRS inhib,STEP block,LMPTP inh,SKN-1 inh,SUMO1-SIM PPI,Neddyl block,CendR NRP1 mod,DNMT1 inh,Scp1 inh,NadD block
COc1ccc(/C=C2\SC(=O)N(CC(=O)NN3CCN(C)CC3)C2=O)cc1OC,0.2,3.6,0.5,-0.5,-30.2,i,-0.2,11.6,-0.3,-4.8
COc1ccc(/C=C2\NC(=S)N(CC3CCCO3)C2=O)c(OC)c1 (stereo unspecified),-0.9,-12.5,-1.0,2.7,-19.2,i,1.9,-5.7,-3.7,-6.6
COc1ccc(CC(=O)O/N=C(\N)Cc2cccc3ccccc23)cc1OC,-0.6,1.4,0.7,15.3,-2.4,i,-23.2,-19.3,-7.4,1.1

# The results go on.
SMILES,TbMetRS inhib,STEP block,LMPTP inh,SKN-1 inh,SUMO1-SIM PPI,Neddyl block,CendR NRP1 mod,DNMT1 inh,Scp1 inh,NadD block
Cc1ccc(OS(=O)(=O)c2ccc(-c3csc(C)n3)s2)c(C)c1,0.0,3.8,3.1,-7.8,2.5,i,8.3,-5.1,-18.1,5.0
C=CCN1C(=O)NC(c2ccccc2)(C(F)(F)F)S/C1=C(\C#N)c1nnc(N2CCOCC2)n1-c1ccccc1 (stereo unspecified),-1.0,-3.5,-1.7,-5.7,2.4,i,-12.7,5.7,-3.4,2.2
C[C@H](NC(=O)c1[nH]cnc1C(=O)Nc1cccc(Cl)c1)c1ccccc1,-0.2,-4.0,2.3,12.1,-6.4,i,1.8,8.3,-8.1,1.2
COCCNCc1ccc(C(C)C)cc1,-0.6,0.2,-2.9,-3.6,-1.9,i,2.4,-3.1,-2.8,-0.8
C[C@H](CO)N1C[C@H](C)[C@@H](CN(C)S(=O)(=O)c2ccccc2)OCc2cn(nn2)CCCC1=O,-0.6,0.5,-1.2,8.7,4.4,i,-2.7,4.9,.,9.1
O=S(=O)(NCc1ccccc1Br)c1cccs1,-1.5,-2.8,0.4,-37.0,-1.3,i,-12.8,1.1,2.4,-4.7
CCOC(=O)CN1C(=O)NC(C)(c2ccc(OC(F)F)cc2)C1=O (stereo unspecified),-0.3,0.6,-1.8,14.0,2.5,i,0.9,-0.3,-7.8,-5.2
Nc1nnnn1/N=C/c1cccc(Oc2ccccc2)c1,0.5,-0.6,0.6,5.7,-7.2,i,8.0,-0.3,-6.1,-2.7
COC(=O)c1ccc(OS(=O)(=O)N(C)C)cc1,-0.4,-0.6,-0.4,-2.8,1.1,i,15.3,1.0,-1.8,2.5
C/C(CC(=O)Nc1cccc2c1CCCC2)=N\NC(=O)c1ccccc1N,-0.5,-0.4,-1.0,12.3,-0.4,.,-8.0,-2.2,-10.9,-6.4
COc1ccc(C2=CC(=O)OC(C)(c3ccccc3)O2)cc1 (stereo unspecified),0.5,1.7,1.1,0.2,-0.8,i,-6.4,-0.1,-12.2,-7.1
Cc1cc(O)ccc1N/C=C/c1onc(C)c1[N+](=O)[O-],-0.5,-0.5,-0.3,0.1,-14.2,i,-4.9,0.9,-0.8,-0.7
Cn1cccc1C(=O)Nc1ccc(N2CCOCC2)cc1,0.0,-1.8,0.0,4.0,0.6,i,-4.0,-6.4,-5.7,0.2
CC(C)(Oc1ccc(Cl)cc1)C(=O)OCC(=O)NCCc1ccccc1,-0.1,-1.7,-0.9,3.5,-0.9,i,0.6,-0.5,-6.9,-5.5
CN(C)c1cccc(C(=O)Nc2ccc3nc4n(c(=O)c3c2)CCCCC4)c1,-0.2,-1.8,-0.4,10.8,1.0,.,8.3,-3.2,-6.6,-2.3
O=C(Cc1ccccc1)Nc1ccc(C(=O)O)cc1,-0.7,2.5,-0.7,-2.2,0.0,i,-6.4,0.3,-3.8,2.9
CCOC(=O)N1CCN(C(=O)c2ccc(N(Cc3ccc(C)cc3)S(C)(=O)=O)cc2)CC1,-0.8,-1.2,1.5,-3.0,-2.7,i,11.5,-2.4,2.3,-1.9
CN(C)CCCNc1cc(C(C)(C)C)nc2c(-c3ccc(Cl)cc3)cnn12,-1.0,9.0,-3.5,40.6*,-140.2,.,5.4,-1.3,-14.1,-10.7
CCCCC(=O)OCC(=O)c1cc(C)n(-c2c(C)n(C)n(-c3ccccc3)c2=O)c1C,1.9,0.7,-0.5,-8.3,-0.6,i,1.6,4.7,-3.3,4.5
O=c1nc2n(c3ccc(Br)cc13)CCS2,-0.2,1.2,-0.3,22.8,1.1,i,-6.8,3.8,-1.2,2.0
CCOC(=O)c1cnc(SC)nc1Oc1cccc(NS(=O)(=O)c2ccc(F)cc2)c1,0.0,0.6,1.6,11.7,-4.4,i,19.1,-6.8,6.1,4.5
COc1cc(/C=C(\C#N)C(=O)NCCc2ccccc2)cc(OC)c1O,-0.7,-2.3,1.4,-4.2,-38.8,i,-149.0,-1.3,-5.4,6.0
Cc1cccc(NC(=O)C(=O)NCC2CCCN2S(=O)(=O)c2ccccc2)c1 (stereo unspecified),-0.2,1.6,0.9,15.0,3.3,i,-2.1,-1.8,-6.6,-5.7
CCC(=NC(C)c1ccccc1)c1c(O)n(C)c(=O)n(C)c1=O (stereo unspecified),-1.2,2.1,-1.4,-13.2,0.3,i,-12.3,3.2,-13.4,-6.7
CNc1nc(N)c(C(=O)C23CC4CC(CC(C4)C2)C3)s1,-0.1,1.5,1.8,1.3,4.5,i,0.1,-2.0,-4.5,-2.0
COCCn1cnnc1SCC(=O)Nc1ccccc1C(=O)Nc1ccc2c(c1)OCO2,1.1,-2.5,-0.2,10.9,2.0,i,-8.9,-3.8,-1.1,-1.7
CS(=O)(=O)N1CCCC(C(=O)NCc2ccccn2)C1 (stereo unspecified),-0.3,0.0,-0.6,-2.4,-0.1,i,5.2,9.5,-4.6,2.0
CC1(C)C2CCC1(CS(=O)(=O)Nc1ccccc1)C(=O)C2 (stereo unspecified),-0.7,-2.7,0.1,-6.4,-0.2,i,-3.5,-4.2,1.1,-8.5
CCC(=O)Nc1nnc(SCC(=O)NCc2ccc3c(c2)OCO3)s1,-0.2,-0.4,0.8,-12.4,0.7,i,1.4,-1.1,-3.1,-4.3
Cc1ccc(SCC(=O)NCCc2ccccc2)cc1,-0.2,3.3,-0.9,18.4,-2.3,i,-7.7,1.0,-10.4,0.3
CCN1CCN(c2nc3ccccc3nc2C(C#N)C(=O)OC2CCCCC2)CC1 (stereo unspecified),-0.6,17.0,0.9,0.3,-23.8,i,-8.2,-7.4,-14.3,-0.5
Cc1nnsc1C(=O)N1CCCC(Nc2ccc(C(C)C)cc2)C1 (stereo unspecified),-0.1,1.7,0.5,9.4,4.7,i,15.8,-0.4,-6.2,1.9
CC1(c2ccc3c(c2)OCO3)NC(=O)N(CC(=O)Nc2ccc(N3CCOCC3)cc2)C1=O (stereo unspecified),-0.7,-1.3,0.3,8.9,10.5,i,1.5,-2.9,-5.0,1.0

# Assay outcomes deposited in PubChem by several laboratories.
